E coli Lon inh: inhibits E. coli Lon protease; purified E. coli Lon protease, fluorescence polarization; inhibition, % at 7.94 µM; 360,000 compounds, 0.42% hits; in the data active = inhibition above about 13%, passing the limit was not always enough;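 note: 0% = enzyme with probe and DMSO and 100% = no enzyme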
PABP1 MLLE inh: blocks PAM2 peptide binding to the PABP1 MLLE domain | GST-MLLE / FITC-PAM2 fluorescence polarization | inhibition, % at 20 µM | 360,000 compounds, 0.36% hits | AID 588489; in the data active = inhibition above about 35%, passing the limit was not always enough;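 note: plate controls were DMSO wells with GST-MLLE for no effect and wells lacking GST-MLLE protein for full effect; some results filed as inactive read as strong as hits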
Target sequence (P11940 whole entry, looked up, the tested form may be a part): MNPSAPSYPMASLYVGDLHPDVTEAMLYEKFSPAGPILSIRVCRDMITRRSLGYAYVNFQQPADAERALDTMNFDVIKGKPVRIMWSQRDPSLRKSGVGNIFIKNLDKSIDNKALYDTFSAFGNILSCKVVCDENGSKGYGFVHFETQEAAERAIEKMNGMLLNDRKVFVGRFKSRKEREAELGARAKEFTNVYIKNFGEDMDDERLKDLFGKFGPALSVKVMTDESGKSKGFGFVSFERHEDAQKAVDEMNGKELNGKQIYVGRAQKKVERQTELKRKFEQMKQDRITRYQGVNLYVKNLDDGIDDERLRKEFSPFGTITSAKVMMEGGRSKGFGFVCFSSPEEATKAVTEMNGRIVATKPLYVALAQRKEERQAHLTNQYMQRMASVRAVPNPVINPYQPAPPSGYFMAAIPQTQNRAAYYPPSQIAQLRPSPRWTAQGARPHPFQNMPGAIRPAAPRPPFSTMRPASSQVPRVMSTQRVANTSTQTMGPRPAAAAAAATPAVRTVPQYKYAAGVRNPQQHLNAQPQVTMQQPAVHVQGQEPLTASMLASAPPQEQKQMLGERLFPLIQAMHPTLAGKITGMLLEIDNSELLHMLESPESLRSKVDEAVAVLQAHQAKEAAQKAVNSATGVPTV
SKN-1 inh: blocks SKN-1 activity in C. elegans. C. elegans VP596 Pgst-4::GFP/RFP ratio, acrylamide-induced, 24 h. inhibition, % at 21.8 µM. 360,000 compounds, 0.49% hits;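 active = interference check ratio from 0.5 to 1.5 plus GFP to RFP signal ratio inhibition reaching or exceeding a fixed threshold, cut at about 30% in these data, passing the limit was not always enough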; note: some compounds called inactive have numbers as strong as hits
NRP1-CendR mod: modulators of CendR peptide binding to human neuropilin-1; AID 602438; FAM-RPARPAR peptide binding to NRP-1, fluorescence polarization; 360,000 compounds, 0.85% hits; inhibition, % at 25 µM;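 active = inhibition or corrected inhibition above about 18%, plus a signal ratio from 0.5 to 1.5, limit read from the data, passing the limit was not always enough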; note: strong numbers were not always called active
Rin1 Abl inh: human Rin1-Abl interaction inhibition. P00519+Q13671. TR-FRET Rin1/Abl binding, biochemical. inhibition, % at 7.35 µM. 360,000 compounds, 0.4% hits. AID 588664; in the data active = inhibition above about 5%, passing the limit was not always enough
FAS TE block: inhibitors of human fatty acid synthase thioesterase domain. 360,000 compounds, 0.67% hits. recombinant FAS-TE, OMFH fluorogenic substrate, fluorescence endpoint. inhibition, % at 15 µM. P49327;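 active = compounds whose normalised, plate-corrected inhibition of enzyme fluorescence in the single-dose primary screen is 50% or more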;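 note: 0% = DMSO with enzyme and 100% = substrate without enzyme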
bovine MsrA act: activators of bovine methionine sulfoxide reductase A; 360,000 compounds, 0.3% hits; purified bovine MsrA, absorbance read-out; activation, % at 10.6 µM; in the data active = activation above about 7.5%;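 note: 0% = vehicle and 100% = reference activator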
Neddylation inh: inhibitors of human cullin neddylation; P61081+Q13564; calls only at 25 µM; 360,000 compounds, 0.58% hits; TR-FRET cullin neddylation, biochemical; in the data active = inhibition above about 36%
MT1-MMP act inh: blocks activation of human MT1-MMP. GFP/RFP ratio change, % at 20 µM. 360,000 compounds, 0.061% hits. HT1080 RFP-PRO-GFP cells, GFP/RFP ratio fluorescence, overnight; percent of plate control window, DMSO zero. AID 651647;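 active = GFP/RFP ratio change of at least 30% with cell ATP level not reduced by more than half and red fluorescence within 50% of control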; note: strong numbers were not always called active
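Material – HT1080 RFP-PRO-GFP cells · Control set – DMSO wells and RFP-L50D-GFP cells · Incubation – overnight cell settling, then overnight compound exposure, 37 °C, 5% CO2 · Compound dosing – single-point 20 µM compound, 1% DMSO · Read-out – GFP/RFP fluorescence ratio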
* hit, by the source's call; i = inactive; . = not tested or not shown; + = active, no number; & = joins results of further samples.

Start of the listing, in advance:
SMILES	E coli Lon inh	PABP1 MLLE inh	SKN-1 inh	NRP1-CendR mod	Rin1 Abl inh	FAS TE block	bovine MsrA act	Neddylation inh	MT1-MMP act inh
CCN(CC)CCNC(=O)c1ccc(NC(=O)c2cccc(S(=O)(=O)N3c4ccccc4CC3C)c2)cc1 (configuration not stated)	0	2	-11	30*	-2	-1	-2	i	4
O=C(COC(=O)CN1C(=O)c2ccccc2C1=O)Nc1ccccc1	7	-7	-3	-1	-1	-4	0	i	-2
COc1ccc(OCC(=O)NNC(=O)CCc2ccccc2)cc1	-10	-5	-1	13	-1	-9	-6	i	7
Fc1ccc(-c2nc3ccccc3c3nc4ccccc4n23)cc1	-2	-3	19	-17	-2	8	-4	.	-5
N#CC1=C(N)Nc2nc3ccccc3n2C1c1ccc(F)cc1 (configuration not stated)	4	-11	4	5	-1	-14	-9	.	3

This part in full (from the top)
SMILES	E coli Lon inh	PABP1 MLLE inh	SKN-1 inh	NRP1-CendR mod	Rin1 Abl inh	FAS TE block	bovine MsrA act	Neddylation inh	MT1-MMP act inh
CCN(CC)CCNC(=O)c1ccc(NC(=O)c2cccc(S(=O)(=O)N3c4ccccc4CC3C)c2)cc1 (configuration not stated)	0	2	-11	30*	-2	-1	-2	i	4
O=C(COC(=O)CN1C(=O)c2ccccc2C1=O)Nc1ccccc1	7	-7	-3	-1	-1	-4	0	i	-2
COc1ccc(OCC(=O)NNC(=O)CCc2ccccc2)cc1	-10	-5	-1	13	-1	-9	-6	i	7
Fc1ccc(-c2nc3ccccc3c3nc4ccccc4n23)cc1	-2	-3	19	-17	-2	8	-4	.	-5
N#CC1=C(N)Nc2nc3ccccc3n2C1c1ccc(F)cc1 (configuration not stated)	4	-11	4	5	-1	-14	-9	.	3
O=C(N/N=C/c1cccnc1)NC12CC3CC(CC(C3)C1)C2	-3	-8	0	4	1	7	-3	i	-2
COc1ccccc1OCCN1CSC(=S)N(C)C1	-11	27	-4	-12	-1	0	-3	i	6
CC1C(=O)N2CCCc3cc(S(=O)(=O)N(C)c4ccccc4)cc1c32 (configuration not stated)	-1	0	-21	-5	-3	-5	-8	i	1
CCOC(=O)c1cnn(Cc2ccc(C)cc2)c1N	-4	-2	6	9	-5	-2	-1	i	.
COc1ccc(S(=O)(=O)N(C)CC(=O)NCCN2CCOCC2)cc1	-3	9	-6	11	-2	-7	-4	i	0
N/C(=N\OC(=O)N1CCOCC1)c1ccccc1	2	-2	-2	0	0	-8	1	i	27
CC(C)c1cc(NCCCN2CCOCC2)n2c(nc3ccccc32)c1C#N	-12	-8	-11	-24	-3	-4	-3	.	1
CCOC(=O)[C@@H]1[C@H]2COc3ccc(Br)cc3[C@H]2N2C(=O)N(c3ccc(C(F)(F)F)cc3)C(=O)[C@]12C	-2	-3	14	-2	1	42	6	i	-2
O=C(Cc1ccc(Cl)cc1)OCC(=O)c1ccc[nH]1	-5	-15	-10	14	-1	-2	-2	i	-5
NNc1nc(-c2ccccc2Cl)c2cc(Br)ccc2n1	5	6	-12	-11	1	-2	-10	i	3
CN(C)CCN1C(=O)c2cccc3cc([N+](=O)[O-])cc(c23)C1=O	83	81*	-7	3	-6	-13	-6	i	-52
Cc1ccc(Nc2nc(N)nc(CN3CCN(c4ccccc4F)CC3)n2)cc1	-1	6	27	-10	-5	-1	-1	i	8
N#Cc1c(C(F)(F)F)cc(-c2ccccc2)nc1SCC(=O)Nc1sc2c(c1C#N)CCC2	-6	0	15	2	-2	2	-7	i	-210
CCCCc1c(C)c(C#N)c2[nH]c3ccccc3n2c1=O	-6	9	-4	-4	-6	11	0	i	-6
NC(=O)c1cccnc1Nc1ccccc1Cl	-4	-5	-1	-1	-2	4	-5	i	2
COc1cc(-c2nc(-c3cccnc3)no2)cc(OC)c1OC	-1	9	12	-8	-1	-3	-4	i	1
CCCCn1cnc2c(cnn2-c2ccc(F)cc2)c1=O	-4	-2	-3	4	0	-3	1	i	2
CCCCCCCCN=C1NC(=O)CS1	9	26	6	-4	-5	-10	-3	i	0
Cc1cc(C(=O)N/N=C/c2cc([N+](=O)[O-])ccc2O)c2ccccc2n1	-2	-17	12	5	1	77*	-1	i	3
CN(C)S(=O)(=O)c1ccc(NC(=O)COC(=O)Cn2[nH]c(=O)c3ccccc3c2=O)cc1	-5	-10	2	1	-1	-2	-1	i	3
CC(Sc1nnc2ccccn12)C(=O)Nc1ccc(Cl)cn1 (configuration not stated)	-7	9	11	3	-3	-6	0	i	-5
COc1ccc(CC(C)NCC(O)c2ccc(O)c(NC=O)c2)cc1 (configuration not stated)	-1&3	14&7	2&13	-2&16	5&-6	-12&-2	-6&-1	i	2&5
CCOC(=O)[C@@H]1[C@H]2COc3ccccc3[C@H]2N2C(=O)N(c3cccc(C)c3)C(=O)[C@]12C	12	-5	0	7	2	9	-7	i	2
CN1CCc2c(sc3c2C(=O)NC(c2cccc(OC(=O)c4cccs4)c2)N3)C1 (configuration not stated)	-154	-64	8	-96	-4	-7	-2	i	-47
CN1OC[C@@H]2CN(C(=O)C(C)(C)C)[C@H](c3ccc(-c4cc5ccccc5o4)cc3)C[C@@H]21	0	10	6	12	-1	36	-2	i	4
COc1ccc(C(=O)NC2CCSC2=O)cc1 (configuration not stated)	-7	4	4	4	3	-3	0	i	1
O=C(COc1ccccc1[N+](=O)[O-])N/N=C/c1ccc(O)cc1	1	9	-14	11	1	-7	-6	i	6
CCOC(=O)c1sc2c(c1C)C(c1cccs1)C1=C(CCCC1=O)N2 (configuration not stated)	-2	12	4	2	0	20	-1	.	-2
CC(=O)c1ccc(NC(=S)NC2CCCC(C)C2C)cc1 (configuration not stated)	4	11	-6	-16	5	12	1	i	1
C#Cc1ccc([C@@H]2C=C(C(=O)N3CCOCC3)O[C@H](OCCCCO)C2)cc1	-5	-2	-4	-1	1	-5	-3	i	2
CCOC(=O)N1CCC2(CC1)NCCc1c2[nH]c2ccccc12	3	4	5	9	0	-2	-5	i	-1
CCN(CC(=O)NCc1ccc(F)cc1)CC(=O)Nc1cc(S(=O)(=O)N(C)C)ccc1C	-3	6	9	-7	4	-5	4	i	4
O=C(CNc1ccc(Br)cc1)c1ccc(O)cc1	10	8	18	-7	3	2	-2	i	0
CN1C(=O)/C(=N/OC(=O)c2ccccc2)c2ccccc21	-3	2	-9	-1	-3	-3	-12	i	-1
CCn1c(SCC(=O)N2CC(=O)Nc3ccccc32)nnc1-c1ccoc1C	-8	5	0	2	-3	-2	0	i	3
O=C(OCC(=O)N1CCOCC1)c1ccccc1OCc1ccc(Cl)cc1	5	18	2	13	5	6	-4	i	2
CCCOC(=O)c1ccc(NC(=O)c2ccccc2[N+](=O)[O-])cc1	-9	4	10	2	0	0	-4	i	2
Cc1ccc(F)c(C(=O)N2CCCC(C)(C(=O)NS(=O)(=O)C3CC3)C2)c1F (configuration not stated)	-8	7	7	-3	1	-8	-6	i	2
O=C(NCC(c1ccccc1Cl)N1CCCC1)c1ccc(N2CCCC2=O)cc1 (configuration not stated)	-5	3	14	2	-7	-6	1	i	-2
CCOC(=O)C1=CCN(S(=O)(=O)c2ccccc2)C1c1ccc(Cl)cc1 (configuration not stated)	1	10	12	7	0	20	4	i	-2
CCn1nnc(NC(=O)c2cc3ccccc3o2)n1	-2	3	1	-3	-5	-10	2	i	-4
O=C(CN1CCN(S(=O)(=O)N2CCOCC2)CC1)Nc1cc(Cl)ccc1Cl	4	-12	-10	8	2	4	-5	i	1
COc1ccc(S(=O)(=O)NNC(=O)c2csc(-n3nc(C)cc3C(F)(F)F)n2)cc1OC	-10	2	1	13	1	-10	-4	i	0
CCOc1cc(/C=N/NC(=O)c2cc3c(ccc4ccccc43)o2)ccc1O	-19	-9	12	5	0	0	-4	.	3
Cc1cc(O)c(C(=O)/C=C/c2cccc([N+](=O)[O-])c2)c(=O)o1	-13	-24	-13	-32	1	5	-1	i	0

Further structures
SMILES	E coli Lon inh	PABP1 MLLE inh	SKN-1 inh	NRP1-CendR mod	Rin1 Abl inh	FAS TE block	bovine MsrA act	Neddylation inh	MT1-MMP act inh
Clc1ccccc1-c1nc2ccccc2[nH]1	-2	7	24	-6	1	-4	-4	i	-2
CN1CCN(C(=O)c2sc(=S)n(-c3ccccc3)c2N)CC1	-2	4	-7	-1	3	-11	-6	i	6
Cc1ccc(-n2ncc(C#N)c2/N=C/N2CCCCCC2)cc1	-20	-5	-3	7	3	16	-1	i	-1
C=CCOc1ccc(NC(=O)C(=O)NCCCn2ccnc2)cc1	-1	6	2	-2	-1	-8	-2	i	0
C(=N\Nc1nn2cnnc2c2ccccc12)/c1ccco1	-4	4	7	14	0	-3	-3	i	5
CSCC(=O)N1CCCC(C(=O)c2cc(F)ccc2F)C1 (configuration not stated)	5	-3	-3	8	-3	-15	-3	i	2
O=C(c1ccccc1)N(Cc1cccs1)C1CCS(=O)(=O)C1 (configuration not stated)	-14	7	0	1	2	-6	-2	i	0
O=C1c2cccc3cccc(c23)C(=O)N1OS(=O)(=O)c1ccccc1	8	-21	16	-9	-3	16	-5	i	1
Cc1cc(NC(=O)CCCC(=O)O)nc(C)n1	2	4	-6	-16	-1	-11	-10	i	6
CC(C)C[C@H](NC(=O)c1nc[nH]c1C(=O)NCCCCCNC(=O)OC(C)(C)C)C(=O)OC(C)(C)C	9	-5	1	-6	2	16	0	i	-11
COc1ccccc1NC(=O)NC(N)=O	10	6	1	0	-3	-1	-2	i	3
CN(CC1CCOCC1)C(=O)CC1C(=O)NCCN1Cc1cccc(C(F)(F)F)c1 (configuration not stated)	2	11	16	-14	5	-7	-2	i	-2
Cc1cccc2nc(CSc3nnnn3-c3ccccc3)cn12	-1	-41	-13	11	2	-7	-9	i	0
COc1ccc(CNC(=S)Nc2ccc3nc(N4CCOCC4)cc(C)c3c2)cc1	9	-55	-1	10	-8	2	-3	.	6
CCOC(=O)c1sc2cccc(F)c2c1N	-6	27	8	6	-3	5	-5	.	-2
CN(C)c1ccc(-c2ccnc3c2CC(C)(C(=O)NCc2cccs2)O3)cc1 (configuration not stated)	-13	19	-10	-8	-1	14	-1	.	-5
CCOC(=O)NC(=O)/C(C#N)=C\Nc1sccc1C(=O)OC	+	21	21	-13	-5	-4	-7	i	-19
Cc1nnc(NCCc2ccccc2)n(N)c1=O	-1	-5	-6	-6	-3	-2	-7	i	-3
CCOc1cc(/C=N/O)cc(Br)c1OCC	4	-4	4	-1	1	-5	-2	i	-3
CCN(c1ccc(OC)cc1)S(=O)(=O)c1nnc(NC(=O)COc2ccc(C)cc2)s1	1	-23	-2	-30	-3	3	-10	i	0
O=C(Cc1cccc2ccccc12)N/N=C/c1ccc(Sc2nc3ccccc3s2)o1	1	-7	8	10	-5	25	-2	i	-1
FC(F)(F)c1cc(-c2ccccn2)nc2cc(-c3ccccc3)nn12	0	2	0	9	-1	4	4	i	0
COc1ccccc1NC(=O)N1CCN(c2ccccn2)CC1	-12	11	-1	4	1	-8	-2	i	-2
O=C(OCC(=O)N(CCc1ccccc1)Cc1ccccc1)c1cccc(S(=O)(=O)N2CCOCC2)c1	1	-6	-4	-8	-2	32	-1	i	-3
CCOc1ccc2nc(COC(=O)c3cccs3)c(C(C)=O)[n+]([O-])c2c1	5	-2	-10	-5	-4	14	-3	i	-3
CCCOc1ccc(-c2nc(=S)[nH][nH]2)cc1	3	27	8	-6	2	-7	9.2*	i	13
CCC(C)[C@H](NC(=O)[C@@H]1CSC2c3ccccc3C(=O)N21)C(=O)NC1CCCC1 (some centres not stated)	-3	24	6	4	0	-10	-2	i	0
O=C(O)C(C(=O)Oc1ccccc1)C(C(=O)O)C(=O)Oc1ccccc1 (configuration not stated)	-1	0	-4	-16	0	-4	-2	i	3
CC(=NNC(=S)N1CCCCCC1)c1cccc2cccnc12	1	8	19	1	0	-3	4	i	2
